Bioassay records deposited in PubChem BioAssay by several laboratories.
SRC1 inh – SRC1 coactivator transcriptional activity inhibitors, primary screen, cell-based, luminescence; 360,000 tested, 0.12% active; inhibition, % at 3.6 µM; HEK293 GAL4-SRC1 luciferase reporter; AID 588354, 2011; Nuclear receptor coactivator 1 (Homo sapiens), Q15788;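 active means inhibition above the campaign mean plus 3 SD, with each screening campaign given its own cutoff, cut at about 60% in these data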;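 further: 0% = DMSO treated cells and 100% = gossypol at 36 µM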
TWEAK Fn14 block – inhibitors of TWEAK-Fn14 signaling, primary screen, luciferase reporter cells, uHTS. 360,000 tested, 2% active. inhibition, % at 10 µM. TWEAK-stimulated Fn14 reporter cells, luciferase luminescence, 8 h; in the data active means inhibition above about 50%
TROY signal inh – inhibitors of TROY-driven NF-kB signaling, primary screen, Q293 LMP1-TROYcd cells, NF-kB luciferase, uHTS; inhibition, % at 10 µM; 360,000 tested, 0.98% active; Q293 LMP1-TROYcd NF-kB luciferase reporter, 4 h;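 active means compounds whose plate-normalised and pattern-corrected inhibition of the luciferase reporter signal at the single screening dose is 50% or more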
KKLEB cytotox – cytotoxicity in KKLEB CF airway cells, primary screen, cytotoxicity control for CF NF-kB inhibitor project, cell-based, uHTS, fluorescence assay plates; KKLEB CF airway cells viability, ATPlite luminescence, overnight; hits give low values; cells stimulated with P. aeruginosa culture filtrate; activity change (cytotoxicity), % at 5 µM; 360,000 tested, 0.36% active;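 active means corrected activity change at or below -50% at 5 µM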
TRAIL sens C8 – viability loss with TRAIL in NB7+C8 cells, primary screen, TRAIL sensitizer project, cell-based, ATPlite luminescence. inhibition (viability loss, TRAIL sensitization), % at 10 µM. 360,000 tested, 1% active. AID 624354, 2012;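 active means compounds causing at least 50% loss of cell viability in the single-dose screen, relative to plate controls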
NCOA2 inhibitor – inhibition of GAL4-SRC2 driven luciferase reporter, primary screen, SRC2 inhibitor project, cell-based, luminescence. HEK293 GAL4-SRC2 luciferase reporter. AID 651957, 2012. 370,000 tested, 0.17% active. Nuclear receptor coactivator 2 (Homo sapiens), Q15596. inhibition, % at 9 µM;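 active means inhibition above the mean inhibition of all tested compounds plus 3 SD, set per campaign, cut at about 52% in these data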;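 further: 0% = DMSO treated cells and 100% = cells given Gossypol at 36 µM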
Target sequence (Q15596 whole entry, looked up, the tested form may be a part): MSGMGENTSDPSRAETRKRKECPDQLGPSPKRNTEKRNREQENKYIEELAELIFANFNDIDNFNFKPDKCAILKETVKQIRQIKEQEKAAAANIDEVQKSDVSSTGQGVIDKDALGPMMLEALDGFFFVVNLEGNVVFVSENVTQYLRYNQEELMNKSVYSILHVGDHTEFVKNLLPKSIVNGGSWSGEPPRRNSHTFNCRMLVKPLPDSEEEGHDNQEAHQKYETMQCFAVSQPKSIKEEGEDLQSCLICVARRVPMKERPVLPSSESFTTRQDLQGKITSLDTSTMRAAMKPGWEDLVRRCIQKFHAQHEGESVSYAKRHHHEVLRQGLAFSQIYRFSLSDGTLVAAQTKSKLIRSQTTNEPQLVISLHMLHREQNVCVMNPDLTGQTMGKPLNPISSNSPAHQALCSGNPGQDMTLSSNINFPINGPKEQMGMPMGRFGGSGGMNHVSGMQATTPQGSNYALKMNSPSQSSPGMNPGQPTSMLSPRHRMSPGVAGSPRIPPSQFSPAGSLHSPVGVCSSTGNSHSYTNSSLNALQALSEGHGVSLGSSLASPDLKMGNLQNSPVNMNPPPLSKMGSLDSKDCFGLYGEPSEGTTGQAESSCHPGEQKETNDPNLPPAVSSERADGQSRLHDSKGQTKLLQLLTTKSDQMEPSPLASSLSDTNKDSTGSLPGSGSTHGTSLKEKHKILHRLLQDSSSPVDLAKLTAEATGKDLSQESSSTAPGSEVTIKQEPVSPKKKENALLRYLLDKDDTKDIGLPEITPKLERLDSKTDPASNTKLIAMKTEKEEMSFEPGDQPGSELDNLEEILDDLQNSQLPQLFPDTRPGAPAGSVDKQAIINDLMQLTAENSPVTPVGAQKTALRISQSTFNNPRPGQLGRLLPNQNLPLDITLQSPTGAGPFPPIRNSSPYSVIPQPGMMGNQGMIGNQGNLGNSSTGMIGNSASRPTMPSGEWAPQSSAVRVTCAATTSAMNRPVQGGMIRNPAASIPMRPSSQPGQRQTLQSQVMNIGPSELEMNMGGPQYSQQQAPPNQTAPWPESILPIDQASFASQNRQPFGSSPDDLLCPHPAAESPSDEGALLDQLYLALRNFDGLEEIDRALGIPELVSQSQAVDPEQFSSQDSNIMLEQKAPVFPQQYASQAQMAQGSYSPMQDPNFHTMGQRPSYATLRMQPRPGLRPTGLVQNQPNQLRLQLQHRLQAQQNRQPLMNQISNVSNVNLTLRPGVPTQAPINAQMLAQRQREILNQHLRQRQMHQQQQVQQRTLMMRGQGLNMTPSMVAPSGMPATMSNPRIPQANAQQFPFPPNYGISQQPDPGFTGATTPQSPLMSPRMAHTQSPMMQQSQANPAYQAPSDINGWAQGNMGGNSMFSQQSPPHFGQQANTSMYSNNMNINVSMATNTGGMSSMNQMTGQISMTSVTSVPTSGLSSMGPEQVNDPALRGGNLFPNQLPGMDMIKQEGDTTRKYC
CF NFkB block – inhibitors of PAF-induced NF-kB signaling, primary screen, cell-based, GFP fluorescence, uHTS; KKLEB NF-kB-GFP reporter, GFP fluorescence overnight; inhibition, % at 5 µM; 360,000 tested, 0.86% active; AID 588850, 2011;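 active means at least 50% inhibition at 5 µM, scaled per plate between neutral and stimulator controls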;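 further: PAF is a Pseudomonas aeruginosa culture filtrate used as stimulus; plate controls were PAF-stimulated DMSO wells for no effect and unstimulated DMSO wells for full effect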
SRC3 inh – SRC3 coactivator transcriptional activity inhibitors, primary screen, cell-based, luminescence | Nuclear receptor coactivator 3 (Homo sapiens), Q9Y6Q9 | HEK293 GAL4-SRC3 luciferase reporter | inhibition, % at 3.6 µM | 360,000 tested, 0.17% active | AID 588352, 2011;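 active means inhibition above a per-campaign cutoff, the mean of all compounds plus 3 SD, cut at about 60% in these data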;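 further: 0% = DMSO-treated cells and 100% = gossypol-treated cells at 36 µM; higher means less SRC3-driven luciferase light from the GAL4 reporter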
NR2F2 inh – NR2F2 transcriptional activity inhibitors, primary screen, cell-based, luciferase reporter, HEK293T, luminescence | HEK293T NGFI-A luciferase reporter | inhibition, % at 8.6 µM | 370,000 tested, 0.7% active | AID 686940, 2013;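 active means inhibition above a per-plate cutoff, mean inhibition of test wells between control levels plus 3 SD, cut at about 38% in these data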;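 further: cells cotransfected with COUP-TFII expression vector driving the NGFI-A reporter; 0% = median of COUP-TF2 test wells and 100% = reporter-only cells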
LRH-1 inv ag – LRH-1 (NR5A2) inverse agonists, primary screen, cell-based, luminescence, HEK293T, StAR-luciferase reporter; Nuclear receptor subfamily 5 group A member 2 (Homo sapiens), O00482; LRH-1 transfected, 24 h; inhibition, % at 3.6 µM; 360,000 tested, 0.13% active; AID 602396, 2012;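 active means inhibition above the mean inhibition of all tested compounds plus 3 SD, cut at about 73% in these data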;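 further: 0% = DMSO wells and 100% = reporter-only cells lacking LRH-1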
EBV LMP1 NFkB – EBV LMP1-driven NF-kappaB luciferase reporter inhibitors, primary screen, cell-based, luminescence, single point; LMP1-induced NF-kappaB luciferase reporter cells; inhibition, % at 12.5 µM; 350,000 tested, 0.69% active; AID 504558, 2011; in the data active means inhibition above about 41%;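 further: 0% = neutral control wells and 100% = reference inhibitor control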
An asterisk follows results filed as active; x = not tested or not shown. An unsorted share of the library; overall some 4.2% were active at least once.

SMILES	SRC1 inh	TWEAK Fn14 block	TROY signal inh	KKLEB cytotox	TRAIL sens C8	NCOA2 inhibitor	CF NFkB block	SRC3 inh	NR2F2 inh	LRH-1 inv ag	EBV LMP1 NFkB
Cc1oncc1C(=O)N1CCCC(CO)(Cc2ccc(F)cc2F)C1 (centres undefined)	-7	4	-45	5	-14	-12	5	-2	0	-14	3
COc1ccc2cc(CCNC(=O)c3ccc(S(=O)(=O)N4CCCC4)cc3)c(=O)[nH]c2c1	5	-2	27	8	-5	-18	-23	1	7	2	-2
Cc1cc(NC(=O)COC(=O)c2oc3c(Cl)cccc3c2C)no1	-23	-13	-1	11	-1	-31	5	-16	-2	-2	-17
CCN1CCN(c2cc(C)c3cc(NC(=O)Cc4ccccc4OC)ccc3n2)CC1	9	-2	-8	1	-6	-5	1	8	-11	-2	-3
COCC(C)N1CCC(n2nccc2NC(=O)c2ccc3c(c2)OCO3)CC1 (centres undefined)	4	-10	0	-7	-6	-13	8	-3	9	3	-7
O=C(CSc1nnnn1Cc1ccccc1)NCCc1ccccc1	1	-7	-1	-8	-26	-12	4	-18	1	-19	-42
COc1ccc(NS(=O)(=O)c2cccc(C(=O)N/N=C/c3cn(-c4ccccc4)nc3-c3ccccc3)c2)cc1	-11	9	-15	-6	20	25	-3	8	9	-8	-14
CCOc1ccc(CCNC(=O)c2cc3c(C)nccc3[nH]c2=O)cc1OCC	11	14	7	-17	9	14	13	9	10	-18	0
Cc1ccc(S(=O)(=O)CCC(=O)N2CCN(c3ccccc3O)CC2)cc1	5	-13	-3	4	9	-2	-11	8	2	-5	-2
Cc1nn(C)cc1NC(=O)c1nn(C)cc1[N+](=O)[O-]	6	-13	4	-16	6	-26	9	7	7	9	3
CC/C(=N\NC(=O)c1cc(C)nc2ccccc12)c1ccc(C)s1	-7	-11	16	4	6	26	-10	6	-13	22	0
COc1ccc(CCNC(=S)N2CCN(S(=O)(=O)c3ccc(F)cc3)CC2)cc1	22	-16	-6	-8	-15	-36	16	6	12	-14	-4
COc1cccc(OC)c1C(=O)Nc1ccccc1N1CCCCC1	2	5	2	-5	2	5	-4	-1	3	24	14
O=C(CC1Nc2ccccc2NC1=O)Nc1cc(Cl)cc(Cl)c1 (centres undefined)	8	9	8	-24	-23	-5	8	-3	-8	8	-2
O=C(Nc1ccc(S(=O)(=O)N2CCc3ccccc3C2)cc1)C1CCCO1 (centres undefined)	-7	2	6	8	-2	-7	0	10	-9	24	2
O=C(c1cccs1)N1CCCC(c2nc(-c3ccc(F)cc3)no2)C1 (centres undefined)	-33	-6	-38	0	6	-36	-12	-27	-12	-32	-4
O=C(O)C1=CC[C@@H](c2ccc(Cl)cc2)N(S(=O)(=O)c2ccc(Cl)cc2)[C@H]1c1ccc(F)cc1	0	15	11	14	5	-12	12	-9	3	0	7
CC(=O)N1CCN(c2ccc(NC(=S)NC(=O)COc3ccc(C(C)(C)C)cc3)cc2)CC1	3	44	32	-10	18	4	-8	22	11	9	20
CCN(CC(=O)Nc1ccccc1OC)C(=O)CSCC(=O)Nc1ccc(OC)cc1	-9	5	6	10	-4	-10	-2	4	11	2	0
COc1ccc(CCN2C(=S)N(C)C(=O)C2CC(=O)Nc2ccc(OC)cc2)cc1 (centres undefined)	4	25	-6	-1	-2	-10	-7	6	14	-2	-6
O=C(OCC(=O)N1CCCC1)c1ccc(OC(F)(F)F)cc1	6	1	-20	5	1	-9	-17	8	-14	15	-27
O=C(C/C=N/OCc1c(Cl)cccc1Cl)c1cnc(-c2ccccc2)s1	-8	-16	54*	1	2	22	-2	6	12	-9	2
O=C1CC(N2CCN(C(c3ccccc3)c3ccccc3)CC2)C(=O)N1Cc1ccc(N2CCCC2=O)cc1 (centres undefined)	-38	-28	-20	-18	-7	-41	-6	1	14	0	-3
Cc1c(F)cccc1NS(=O)(=O)c1ccc2c(c1)c(=O)n(C)c(=O)n2C	5	18	8	3	7	-5	-10	-11	0	-6	11
CC1CCN(C(=O)COC(=O)c2ccc3ccccc3n2)CC1	1	9	-21	8	0	4	2	1	5	2	-3

Quoted at random: three compounds from above, in no set order.
SMILES	SRC1 inh	TWEAK Fn14 block	TROY signal inh	KKLEB cytotox	TRAIL sens C8	NCOA2 inhibitor	CF NFkB block	SRC3 inh	NR2F2 inh	LRH-1 inv ag	EBV LMP1 NFkB
CC(=O)N1CCN(c2ccc(NC(=S)NC(=O)COc3ccc(C(C)(C)C)cc3)cc2)CC1	3	44	32	-10	18	4	-8	22	11	9	20
Cc1ccc(S(=O)(=O)CCC(=O)N2CCN(c3ccccc3O)CC2)cc1	5	-13	-3	4	9	-2	-11	8	2	-5	-2
Cc1c(F)cccc1NS(=O)(=O)c1ccc2c(c1)c(=O)n(C)c(=O)n2C	5	18	8	3	7	-5	-10	-11	0	-6	11

More entries.
SMILES	SRC1 inh	TWEAK Fn14 block	TROY signal inh	KKLEB cytotox	TRAIL sens C8	NCOA2 inhibitor	CF NFkB block	SRC3 inh	NR2F2 inh	LRH-1 inv ag	EBV LMP1 NFkB
Cc1nn(CC(=O)Nc2ccc(C(=O)N3CCCCC3)cc2)c(=O)c2ccccc12	-15	-14	-6	-2	6	8	-7	0	-23	9	-5
Cc1ccc(S(=O)(=O)NNC(=O)c2cc3cc4ccccc4nc3s2)cc1	-2	-3	-1	2	-17	-1	-11	4	5	13	-5
O=C(Oc1ccc([N+](=O)[O-])cc1)c1cncc(Br)c1	-10	-16	-56	15	-3	-33	2	6	-18	0	12
CCOC(=O)N1CCC(Nc2cc(C)nc3c(-c4ccccc4OC)c(C)nn23)CC1	4	-21	18	-28	11	9	2	-7	22	7	-2
O=C(NCc1nc2ccccc2[nH]1)C1=C[C@@H](c2ccc(C(F)(F)F)cc2)C[C@@H](OCCCCO)O1	5	-2	-17	-5	1	19	-15	-4	8	-16	4
COc1ccc(Cl)cc1-n1c(=S)sc2c(=O)n(-c3ccc(F)cc3)c(SCC(=O)O)nc21	-13	2	-3	4	-9	2	7	-2	4	-30	0
COc1ccc(Nc2nc(N3CCOCC3)nc(N3CCOCC3)n2)c(OC)c1	-34	10	-13	-11	-8	-24	-12	-21	-6	4	-20
Cc1ccc(S(=O)(=O)NCC(C)n2nc(C)cc2C)cc1 (centres undefined)	-12	12	-8	10	12	7	-6	-29	-3	8	2
COc1ccccc1N(CC(=O)Nc1ccc2c(c1)OCO2)S(=O)(=O)c1ccccc1	-10	13	6	-5	-5	10	2	13	17	-11	9
Cc1cc(C)c(C(=O)CSc2nnc(N)s2)cc1C	-2	5	-20	2	2	-44	-16	-2	-10	-24	-2
CC(C)OC(=O)C(CC(=O)O)N1CCOCC1 (centres undefined)	4	-16	-6	11	-7	-6	3	-2	-1	-4	3
Nc1cc(=O)[nH]c(SCc2nnnn2-c2ccc(Cl)cc2)n1	-2	-1	18	-2	-2	18	10	6	8	17	-2
CCc1cccc(OCC2Cn3c(nc4c3c(=O)[nH]c(=O)n4C)O2)c1 (centres undefined)	9	2	-1	2	12	-7	-5	-10	2	1	21
O=C(NC(c1ccccc1)c1cnccn1)C1CCN(Cc2ccc(Cl)c(Cl)c2)CC1 (centres undefined)	2	1	15	-6	-3	4	3	4	14	1	x
Cc1ccc(Cl)c(OCC(=O)NC2CCN(Cc3ccccc3)CC2)c1	14	-5	-4	0	-2	14	28	7	11	-2	8
CNC(=O)/C(C#N)=C/c1cn(CC(=O)NCc2ccco2)c2ccccc12	9	5	-3	-3	1	21	3	-2	18	-2	-1
CC(C#CCN1CCCCC1)OCCOCc1ccccc1 (centres undefined)	15	16	3	1	4	3	1	2	6	-6	-4
O=C(CCN1CCCCCC1)Nc1ccc(F)c(F)c1	4	-12	-8	-1	-18	1	2	-14	-18	-7	3
COc1cc(NC(=O)CSc2ccc(-c3ccccn3)nn2)cc(OC)c1	-24	-1	-8	10	-6	-7	0	2	-15	-13	-4
CCCC(C)NC(=O)Cc1ccccc1[N+](=O)[O-] (centres undefined)	2	15	9	-9	-3	16	-4	2	12	0	-8
Cc1ccccc1NC(=O)c1sc2nc3c(c(-c4ccco4)c2c1N)CCC3	1	3	-8	0	7	6	-4	2	4	-31	7
C#CCOCCOCCOCCNc1nc(N2CCN(C(=O)[C@H](CCC(=O)O)n3cc(C(N)Cc4ccc(O)cc4)nn3)CC2)nc(N2CCN(C(=O)[C@H](Cc3cc4ccccc4[nH]3)n3cc(C(N)[C@H](C)CC)nn3)CC2)n1 (some centres undefined)	-31	-10	-12	6	1	x	18	8	x	-1	-4

Three of the entries above in order of the NR2F2 inh value, largest number first.
structure	NR2F2 inh
CCCC(C)NC(=O)Cc1ccccc1[N+](=O)[O-] (centres undefined)	12
Cc1ccc(Cl)c(OCC(=O)NC2CCN(Cc3ccccc3)CC2)c1	11
Cc1ccc(S(=O)(=O)NNC(=O)c2cc3cc4ccccc4nc3s2)cc1	5

Compound profiles, as listed above. Order of screens: SRC1 inh, TWEAK Fn14 block, TROY signal inh, KKLEB cytotox, TRAIL sens C8, NCOA2 inhibitor, CF NFkB block, SRC3 inh, NR2F2 inh, LRH-1 inv ag, EBV LMP1 NFkB
Cc1ccccc1NC(=O)c1sc2nc3c(c(-c4ccco4)c2c1N)CCC3 in the list: 1, 3, -8, 0, 7, 6, -4, 2, 4, -31, 7
CNC(=O)/C(C#N)=C/c1cn(CC(=O)NCc2ccco2)c2ccccc12 in the list: 9, 5, -3, -3, 1, 21, 3, -2, 18, -2, -1
